Screening results as filed in PubChem BioAssay.
Mtb BioA inh: M. tuberculosis BioA enzyme inhibitors, primary screen, biochemical, plate reader, single point, HTS. 7,8-diaminopelargonic acid synthase BioA (Mycobacterium tuberculosis). purified M. tuberculosis BioA enzyme. inhibition, % at 9.99 µM. 360,000 compounds, 0.096% hits; in the data active = inhibition above about 40%; inconclusive = no clear call, values can overlap the other calls
FBA Mtb inh: Mtb FBA enzyme inhibitors, primary screen, biochemical, fluorescence, strain H37Rv; Fructose-bisphosphate aldolase (Mycobacterium tuberculosis (strain ATCC 25618 / H37Rv)), …; purified M. tuberculosis FBA, fluorescence read-out; 360,000 compounds, 2.3% hits; AID 588726, 2011; inhibition, % at 1 µM; in the data active = inhibition above about 27%;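 note: 0% = vehicle and 100% = reference inhibitor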
Target sequence (P9WQA3 whole entry, looked up): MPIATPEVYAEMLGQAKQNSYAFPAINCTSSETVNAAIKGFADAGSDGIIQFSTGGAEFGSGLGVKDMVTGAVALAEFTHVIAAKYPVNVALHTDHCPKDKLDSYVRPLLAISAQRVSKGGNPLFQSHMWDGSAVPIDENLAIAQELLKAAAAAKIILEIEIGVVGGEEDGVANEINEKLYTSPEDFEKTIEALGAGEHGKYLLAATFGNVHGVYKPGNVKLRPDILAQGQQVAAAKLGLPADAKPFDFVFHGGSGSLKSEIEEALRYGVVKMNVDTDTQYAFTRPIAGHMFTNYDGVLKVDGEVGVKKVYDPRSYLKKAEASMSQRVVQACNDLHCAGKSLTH
Rv3671c protease: Rv3671c serine protease inhibitors, primary screen, biochemical, fluorescence polarization, M. tuberculosis H37Rv; P9WHR9; inhibition, % at 5.96 µM; 320,000 compounds, 0.048% hits; AID 2606, 2010; in the data active = inhibition above about 38%;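 note: extracellular domain of Rv3671c used as enzyme; 0% = enzyme with DMSO and 100% = no enzyme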
Target sequence (P9WHR9 whole entry, looked up, the tested form may be a part): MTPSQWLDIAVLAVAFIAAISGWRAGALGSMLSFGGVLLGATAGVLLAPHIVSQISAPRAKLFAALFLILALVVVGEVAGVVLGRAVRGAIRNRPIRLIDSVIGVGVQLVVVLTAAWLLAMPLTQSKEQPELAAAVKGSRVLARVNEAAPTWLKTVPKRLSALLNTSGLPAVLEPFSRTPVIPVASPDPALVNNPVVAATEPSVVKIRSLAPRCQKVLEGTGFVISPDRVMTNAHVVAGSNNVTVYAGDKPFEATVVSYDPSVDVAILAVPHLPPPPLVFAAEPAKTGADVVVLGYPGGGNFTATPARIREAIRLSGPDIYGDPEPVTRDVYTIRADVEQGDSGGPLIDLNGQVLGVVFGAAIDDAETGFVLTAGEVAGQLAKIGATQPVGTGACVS
FadD28 binding: inhibitors of FadD28 bisubstrate probe binding, primary screen, biochemical, fluorescence polarization, single point; 360,000 compounds, 0.22% hits; Mycobacterium tuberculosis FadD28 fatty-acid-AMP ligase; inhibition, % at 12.5 µM; AID 588549, 2011; in the data active = inhibition above about 8.5%, passing the limit was not always enough; inconclusive = no clear call, values can overlap the other calls
GDH-TPI inh: GDH-TPI coupling enzyme inhibitors, primary screen, artefact control for M. tuberculosis FBA inhibitor project, biochemical, absorbance, full deck; GDH-TPI coupled enzyme counterscreen, NADH absorbance; inhibition, % at 4.8 µM; 360,000 compounds, 1.2% hits; AID 588335, 2011; in the data active = inhibition above about 30%;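 note: 0% = DMSO wells and 100% = wells lacking the enzyme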
UGM FP inh: M. tuberculosis UGM enzyme inhibitors, primary screen, biochemical, fluorescence polarization, single point; UDP-galactopyranose mutase (Mycobacterium tuberculosis (strain ATCC 25618 / H37Rv)), …; purified UGM, fluorescence polarization probe displacement; inhibition, % at 10 µM; 320,000 compounds, 0.06% hits; AID 504406, 2011; in the data active = inhibition above about 10%, passing the limit was not always enough; inconclusive = no clear call, values can overlap the other calls
PrPC surface inh: inhibitors of human cell surface prion protein PrPC, primary screen, cell-based, TR-FRET | Major prion protein (Homo sapiens), P04156 | TR-FRET read-out | inhibition, % at 13.8 µM | 370,000 compounds, 0.43% hits | AID 720596, 2013; in the data active = inhibition above about 24%; note: 0% = median of the test wells and 100% = reference compound wells
BoNT-F LC inh: BoNT/F light chain protease inhibitors, primary screen, biochemical, flow cytometry, MLPCN library | 360,000 compounds, 0.22% hits | AID 588497, 2011 | inhibition, % at 10 µM | Botulinum neurotoxin type F light chain protease (Clostridium botulinum) | Multiplex microsphere protease cleavage assay; in the data active = inhibition above about 35%, passing the limit was not always enough; inconclusive = no clear call, values can overlap the other calls; note: plate controls were buffer without enzyme for full effect and enzyme alone for no effect
MazEF act: activators of E. coli MazEF toxin-antitoxin RNase, primary screen, biochemical, fluorescence, uHTS; Endoribonuclease toxin MazF (Escherichia coli (strain K12)), P0AE70; FAM/BHQ RNA-DNA oligo cleavage fluorescence, 5 h; activation, % at 20 µM; 350,000 compounds, 0.32% hits; AID 504720, 2011; in the data active = activation above about 50%
Target sequence (P0AE70 whole entry, looked up): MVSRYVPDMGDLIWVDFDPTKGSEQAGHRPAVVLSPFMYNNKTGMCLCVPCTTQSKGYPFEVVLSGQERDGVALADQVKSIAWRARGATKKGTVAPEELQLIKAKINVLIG
Numbers without * were called inactive; ? = inconclusive; · = no result given.

SMILES	Mtb BioA inh	FBA Mtb inh	Rv3671c protease	FadD28 binding	GDH-TPI inh	UGM FP inh	PrPC surface inh	BoNT-F LC inh	MazEF act
O=C(CNC(=O)c1ccccc1)NCC(=O)OCC(=O)c1ccccc1	·	0	3	0.3	-4	-3.0	-8	-7	7
CCCCOP(=O)(c1ccc(N(C)C)cc1)C(O)c1ccc(OC)c(OC)c1 (stereo unspecified)	·	2	4	-1.7	5	-1.1	-3	?	3
COc1ccccc1N1CCN(C(=O)C2CC(=O)N(c3ccccc3)C2)CC1 (stereo unspecified)	2.8	-1	-10	-0.3	3	-4.0	-2	-2	11
O=C(Cn1c(=O)oc2ccccc21)N1CCOCC1	·	1	-4	-1.3	8	-1.5	-8	-1	-4
CCCCN(C(=O)c1c(C)[nH]c(C(=O)OCC)c1C)c1ccccc1	-0.7	-2	7	-0.7	-1	-1.6	-1	-7	4
COc1ccc(C(CC(=O)NC(C)(C)C)n2cccc2)cc1 (stereo unspecified)	·	0	-2	-2.1	8	-4.8	-6	·	7
COCCNC(=O)Cn1nc(-c2ccc(C)cc2)ccc1=O	0.2	4	·	-1.3	-3	-0.3	·	11	-12
Cc1cccc(-n2c(SCC(=O)NCc3ccco3)nc3ccccc3c2=O)c1	1.7	1	3	-0.3	6	0.0	10	-5	7
O=C(CN1C(=O)COc2ccc(S(=O)(=O)N3CCOCC3)cc21)NCc1ccco1	·	2	-8	1.2	11	2.6	3	-10	0
O=C(CNC(=O)c1ccco1)N/N=C/c1ccc(O)cc1O	-0.5	2	-9	-1.8	16	0.0	4	2	5
O=C(NC(C(=O)c1ccccc1)N1CCCCCC1)c1ccco1 (stereo unspecified)	·	0	0	-1.1	0	-1.0	10	-3	-6
CC/C(=N/NC(=O)CCC(=O)Nc1ccccc1OC)c1ccccc1	-0.3	1	11	-1.0	-1	2.4	6	-2	2
O=C(NNC(=O)c1ccc(Br)s1)c1ccc(F)c(S(=O)(=O)N2CCOCC2)c1	-0.1	-1	-7	0.9	0	2.5	1	-6	2
CCC(C)[C@H](NC(=O)NCc1ccccc1Cl)C(=O)OC (stereo partly specified)	·	1	5	0.8	14	0.1	3	-3	3
COc1cccc(CNc2ccc(F)c(Cl)c2)c1	·	-3	2	-3.6	1	-0.8	-2	-11	-4
Cc1cc(N=CC2=C(O)CC(C)(C)CC2=O)no1	-1.5	-1	11	0.2	-4	1.8	-1	-6	-3
C=CCn1c(COc2cccc3ccc(C)nc23)nnc1SCC(N)=O	1.3	5	4	0.0	19	1.9	-5	12	-5
COC(=O)c1[nH]c2ccccc2c1NC(=O)C(C)N1CCN(C(=O)c2ccco2)CC1 (stereo unspecified)	4.5	-10	6	-2.5	-9	-3.3	-2	7	3
CC(=O)Oc1ccc(/C=N/NC(=S)Nc2ccccc2)cc1	3.6	-1	-2	-2.2	16	2.0	-6	-17	-2
Cc1cccc(C(=O)OCc2cnc(Cl)s2)c1	-0.9	-8	-7	-4.3	-3	-2.4	-1	2	2
CCN(CCCNC(=O)Cn1ncc2c([nH]c3ccc(C)cc32)c1=O)c1ccccc1	-0.9	-4	5	-4.0	-8	1.1	5	6	-12
Cc1cc(Br)ccc1NC(=O)C1CCN(C(=O)c2ccco2)CC1	-0.4	-1	4	-1.7	14	-0.7	2	-4	-5
COc1cccc(C(=O)OCC(=O)c2ccc(Br)s2)c1	-1.1	0	-8	0.4	6	0.4	11	-3	-2
COc1cc(C2NC(=S)NC3=C2C(=O)CCC3)ccc1O (stereo unspecified)	·	2	1	-2.2	7	-3.3	-3	18	1
Cc1nn(-c2ccccc2)c2c1CC(=O)Nc1ccccc1-2	·	4	·	-1.5	5	·	12	2	2
NC(=O)C1CC(=O)N(c2ccc(OCc3ccc(Cl)c(Cl)c3)cc2)C1 (stereo unspecified)	0.2	1	·	-3.8	-9	·	13	-4	7
CCOC(=O)C1(C)CCCN1C(=O)c1ccccc1F (stereo unspecified)	-2.5	2	·	0.1	5	·	-3	-4	·
Cn1cc(CN2CCC(N3CCNC(=O)CC3)CC2)c(-c2ccccc2F)n1	-1.1	1	12	-1.2	11	-2.0	-7	-7	7
O=C(Oc1ccc(-n2cnnn2)cc1)c1ccco1	1.7	2	2	-1.2	4	2.2	4	6	-1
CCOc1ccc(CNC(=O)CCc2cn(Cc3ccccc3)c3ccccc23)cc1	-0.2	-1	0	-3.5	8	·	-3	-15	-2
O=C1Nc2ccc(Cl)cc2/C1=C/C1CC=CCC1 (stereo unspecified)	2.1	1	-6	1.9	6	0.1	-3	-6	-1
CNS(=O)(=O)c1ccc(N=Cc2c(O)n(-c3ccccc3)c(=O)[nH]c2=O)cc1	·	-1	-20	-1.6	19	0.2	-1	1	-19
COc1ccc(C(=O)NCCCOc2cccc(NC(C)=O)c2)cc1	·	4	2	-2.0	6	-1.1	0	·	5
Cc1ccc(NC(=O)CN(C)C(=O)c2cccc(-n3cccc3)c2)cc1	1.2	3	·	-1.9	-10	·	6	2	-2
Cc1onc(-c2ccccc2Cl)c1C(=O)OCC(=O)N1CCCc2ccccc21	1.0	-1	1	-8.8	2	1.6	30*	0	-7
COc1ccc(CNC(=O)COC(=O)CCOc2ccccc2)cc1	·	1	-6	-1.6	2	-3.3	6	-7	3
COc1ccc(CCn2c(SCC(=O)Nc3cc(C)on3)nc3ccsc3c2=O)cc1OC	0.8	0	-7	-3.2	-8	-1.8	7	5	7
CCOC(=O)C1CCN(C2=NC(=O)/C(=C/c3ccc(Cl)cc3)S2)CC1	11	3	5	-3.4	24	3.3	2	5	-1
O=C(Nc1nnc([C@@H]2C[C@H](O)[C@@H](CO)O2)s1)c1cccc(C(F)(F)F)c1	-0.5	-1	·	-2.7	8	·	-4	5	·
COc1ccccc1-c1cc(C(=O)N2CCCc3ccccc32)no1	·	2	-14	-1.5	3	1.6	-2	-7	-1
CCC1(CC)Cc2ccccc2C(C2=C(O)CC(C)(C)CC2=O)=N1	0.9	0	-12	-1.6	4	-1.0	3	-1	1
Cc1nc2c(-c3ccc(F)cc3)cnn2c(N)c1-c1ccccc1	0.5	14	-10	-2.6	10	-0.3	17	-3	7
CCc1ccc(C(c2c(C)nn(-c3ccccc3)c2N)c2c(C)nn(-c3ccccc3)c2N)cc1	1.2	2	-2	0.2	7	·	2	-5	-2
Cc1cccc(-n2nnnc2SCC(=O)Nc2ccc(N3CCN(C)CC3)cc2)c1	-0.3	1	0	-1.8	2	-2.0	-2	-17	15
O=C1NN(c2ccccc2)C(=O)/C1=C/c1ccc(Sc2cccc3ccccc23)o1	·	-2	9	0.7	1	3.3	8	-16	4
CC(=O)c1nnn(-c2nc(N3CCCC3)nc(N(c3ccccc3)c3ccccc3)n2)c1C	-3.1	0	0	0.4	18	5.0	-4	-6	-2
O=C(CCC(=O)c1cccs1)NCC(=O)Nc1ccc(F)c(F)c1F	·	0	-8	0.8	5	-2.8	-2	1	-3
COC(=O)[C@@H]1Cc2c([nH]c3ccccc23)C(C)N1C(=O)c1ccccc1 (stereo partly specified)	2.3	6	2	-5.6	21	-0.8	-3	-11	2
CC(C)(C)NC(=O)CN1CCC(NC(=O)C23CC4CC(CC(C4)C2)C3)CC1	·	4	-1	1.2	3	2.5	4	0	12
Cn1c(CC(=O)Nc2ccccc2)nnc1SCC(=O)NC1CCCC1	·	0	-3	-1.4	1	-0.9	9	7	-2
NC(=O)c1nccc2ccccc12	·	-1	·	0.4	9	·	-1	9	5
Cc1ccc(-c2nnc(SCC(=O)N/N=C/c3ccccc3C(=O)O)n2-c2ccc(Cl)cc2)cc1	-4.4	1	-9	-0.9	20	-0.4	6	-4	-1
CSCCC(NC(=O)COc1ccccc1)C(=O)N(C)CC(=O)Nc1ccc(Cl)cc1 (stereo unspecified)	0.9	-1	8	-1.3	-1	2.6	19	4	2
CCCC(=O)c1cc2c(cc1NC(=O)c1ccccc1F)OCCO2	·	1	-6	1.4	6	-2.0	-5	-5	4
Cc1cc(-c2ccccc2)nc(N(C)C)c1S(C)(=O)=O	·	4	-7	-1.3	0	1.9	-7	2	6
Cc1nnc(C)n1/N=C/c1ccc(O)cc1	-0.5	2	-2	-3.8	27	-0.4	1	-1	0
Cc1ccc(Cc2c(-c3ccc(Br)cc3)nc3ccc(Br)cn23)cc1	-1.6	-1	·	-2.1	5	·	12	1	-34
COc1ccc(Cl)cc1S(=O)(=O)NCc1ccncc1	-0.5	3	2	-2.5	4	3.4	-1	3	-10
CCOc1cc(S(=O)(=O)NCCc2ccccc2C)c(OCC)cc1-n1cnnn1	2.8	51*	-1	-6.1	7	-1.0	2	-5	-2
CS(=O)(=O)c1ccc2nc(NC(=O)Nc3ccc(Cl)c(Cl)c3)sc2c1	·	0	-19	0.3	5	0.7	10	0	11

Reformatted: 2 of the compounds above.
Results follow in this order: Mtb BioA inh | FBA Mtb inh | Rv3671c protease | FadD28 binding | GDH-TPI inh | UGM FP inh | PrPC surface inh | BoNT-F LC inh | MazEF act
NC(=O)c1nccc2ccccc12
  · | -1 | · | 0.4 | 9 | · | -1 | 9 | 5
Cc1ccc(-c2nnc(SCC(=O)N/N=C/c3ccccc3C(=O)O)n2-c2ccc(Cl)cc2)cc1
  -4.4 | 1 | -9 | -0.9 | 20 | -0.4 | 6 | -4 | -1

Another view of part of the listing above:
Order of values – Mtb BioA inh | FBA Mtb inh | Rv3671c protease | FadD28 binding | GDH-TPI inh | UGM FP inh | PrPC surface inh | BoNT-F LC inh | MazEF act
Cn1c(CC(=O)Nc2ccccc2)nnc1SCC(=O)NC1CCCC1
→ · | 0 | -3 | -1.4 | 1 | -0.9 | 9 | 7 | -2
NC(=O)c1nccc2ccccc12
→ · | -1 | · | 0.4 | 9 | · | -1 | 9 | 5

More structures follow.
SMILES	Mtb BioA inh	FBA Mtb inh	Rv3671c protease	FadD28 binding	GDH-TPI inh	UGM FP inh	PrPC surface inh	BoNT-F LC inh	MazEF act
C=CCNC(=O)/C(C#N)=C/c1ccc(SC)cc1	·	1	-4	0.5	18	-0.5	9	4	7
COC(=O)/C=C/CC(C)OS(N)(=O)=O (stereo unspecified)	0.1	2	-3	-0.5	5	-0.1	-6	-3	2
COc1ccc(C)cc1NC(=O)CSc1nnnn1C1CCCC1	-2.8	-1	-10	-0.6	3	0.0	-7	2	4
CS(=O)(=O)c1ccc(C(=O)NC2CCCc3ccccc32)cc1 (stereo unspecified)	·	2	7	-2.2	-3	-0.4	·	-3	3
Cc1[nH]c2ccc(C(=O)OCC(=O)Nc3cccc(S(N)(=O)=O)c3)cc2c1C	0.7	0	0	4.9	-4	-1.6	0	14	-5
COc1ccc(-c2nnc(SCC(=O)NCc3ccco3)o2)cc1	0.0	-4	-3	-3.6	7	-1.3	0	-34	0
Cc1ccc2nc(NCCCO)[nH]c2c1	-0.3	-12	0	-5.6	-16	-0.4	8	-1	9
CCN(CC(=O)NC1CC1)S(=O)(=O)c1ccc(OC)cc1	-1.2	-1	11	-2.0	4	-3.7	-2	3	1
Cc1ccccc1OCCC(=O)Nc1c(C)n(C)n(-c2ccccc2)c1=O	-0.7	1	2	-2.6	-8	4.1	-3	7	10
CCOC(=O)c1ccc(Nc2sc(C(=O)c3cccc([N+](=O)[O-])c3)c(N)c2C#N)cc1	0.3	3	2	-2.2	2	1.4	-2	?	-31
Cc1ccc(-c2nc(C#N)c(N3CCC(C(N)=O)CC3)o2)cc1	-1.6	179*	-4	0.7	15	-1.7	-1	-7	13
CCOC(=O)C1CCCN(C2CC(=O)N(c3cccc(C)c3)C2=O)C1 (stereo unspecified)	1.0	-1	8	-1.9	-8	1.3	1	-10	8
N#Cc1ccc(S(=O)(=O)N2CCCCC2c2cc(C(=O)NCc3cccnc3)no2)cc1 (stereo unspecified)	1.2	-3	·	-4.2	-4	·	-2	-5	·
